Assay outcomes (PubChem BioAssay)
LYPLA1 counter = LYPLA1 (human) inhibition in PME1 counter-screen | O75608 | inhibition, % at 5.9 µM | recombinant LYPLA1, FP-Rh probe fluorescence polarization | hit rate 0.16% among 320,000;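 active = inhibition above the mean of all tested compounds plus 3 SD, set per campaign, cut at about 14% in these data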;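 note: inhibitors block serine hydrolase probe labeling of LYPLA1 so polarization falls; 0% = enzyme with DMSO and 100% = wells lacking LYPLA1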
GSTO1 counter = GSTO1 inhibition, counter-screen for RBBP9 inhibitors; AID 1974; hit rate 1.1% among 300,000; inhibition, % at 5.96 µM; recombinant GSTO1, activity-based probe fluorescence polarization;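 active = inhibition above the campaign mean inhibition plus 3 SD, cut at about 35% in these data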;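 note: 0% = GSTO1-1 with DMSO and 100% = wells lacking GSTO1-1 enzyme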
Target sequence (P78417 whole entry, looked up): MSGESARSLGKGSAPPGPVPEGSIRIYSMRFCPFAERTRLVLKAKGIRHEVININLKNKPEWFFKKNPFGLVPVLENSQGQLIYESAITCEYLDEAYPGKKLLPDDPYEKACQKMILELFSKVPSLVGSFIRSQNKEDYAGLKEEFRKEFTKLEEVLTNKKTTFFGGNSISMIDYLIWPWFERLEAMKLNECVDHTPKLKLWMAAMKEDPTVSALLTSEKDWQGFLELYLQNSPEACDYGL
PAFAH1B3 inh = blocks human PAF acetylhydrolase 1B catalytic subunit 3; AID 492972; inhibition, % at 3.39 µM; hit rate 0.28% among 340,000; recombinant PAFAH1B3, FP-rhodamine probe, fluorescence polarization;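 active = inhibition above the screen-wide average of all tested compounds plus 3 SD, cut at about 25% in these data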;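 note: 0% = enzyme with DMSO only and 100% = wells lacking PAFAH1B3 protein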
PME-1 inh = PME-1 (human) inhibition. inhibition, % at 5.9 µM. recombinant PME-1, FP-Rh probe fluorescence polarization. hit rate 0.53% among 320,000. AID 2130;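 active = inhibition above the campaign mean of all compounds plus 3 SD, cut at about 26% in these data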;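 note: competitive labeling of PME-1 active site by serine hydrolase directed probe; 0% = PME-1 with DMSO and 100% = wells lacking PME-1 enzyme; inhibitors block probe labeling so polarization falls and inhibition rises; many of its hits are not listed in these tables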
pPAFAH FP inh = inhibitors of human plasma PAF acetylhydrolase (pPAFAH); Q13093; recombinant pPAFAH, FP-rhodamine probe fluorescence polarization; inhibition, % at 3.39 µM; hit rate 1.5% among 330,000; AID 463082;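 active = inhibition above the mean inhibition across the screen plus 3 SD, cut at about 25% in these data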;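 note: inhibitors block binding of the rhodamine activity-based probe so polarization drops; 0% = enzyme with DMSO and 100% = wells lacking pPAFAH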
LYPLA2 counter = counter-screen for PME1 inhibitors: inhibitors of human LYPLA2; recombinant LYPLA2, FP-Rh probe fluorescence polarization; inhibition, % at 5.9 µM; hit rate 0.38% among 320,000;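 active = inhibition above the screen-wide mean plus 3 SD, limit set per campaign, cut at about 26% in these data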;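 note: 0% = LYPLA2 with DMSO and 100% = wells lacking LYPLA2 enzyme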
Target sequence (O95372 whole entry, looked up): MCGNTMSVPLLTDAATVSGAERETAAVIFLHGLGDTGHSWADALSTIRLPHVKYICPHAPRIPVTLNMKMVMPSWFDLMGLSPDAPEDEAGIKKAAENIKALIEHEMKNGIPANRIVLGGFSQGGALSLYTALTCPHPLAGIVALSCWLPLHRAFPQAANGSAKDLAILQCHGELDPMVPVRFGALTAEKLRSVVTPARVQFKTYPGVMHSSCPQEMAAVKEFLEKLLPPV
PAD4 FP inh = PAD4 (human) enzyme inhibition; hit rate 0.41% among 330,000; inhibition, % at 6.36 µM; recombinant PAD4, RCA probe fluorescence polarization; Q9UM07;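 active = percent inhibition above a cutoff equal to the mean of all tested compounds plus 3 SD, cut at about 15% in these data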;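 note: 0% = PAD4 with RCA probe and DMSO and 100% = probe without PAD4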
PAFAH2 FP inh = inhibitors of human PAFAH2. Q99487. recombinant PAFAH2, FP-rhodamine activity probe, fluorescence polarization. inhibition, % at 3.39 µM. hit rate 0.99% among 340,000. AID 492956;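 active = inhibition above the mean over all tested compounds plus 3 SD, cut at about 30% in these data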;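 note: inhibitors block probe labeling of enzyme so polarization drops; 0% = enzyme with DMSO and 100% = wells lacking PAFAH2 protein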
PAFAH1B2 inh = PAFAH1B2 (human) inhibition | P68402 | recombinant PAFAH1B2, FP-rhodamine activity probe, fluorescence polarization | inhibition, % at 3.39 µM | hit rate 1.2% among 340,000 | AID 492953;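 active = inhibition above the mean of all tested compounds plus 3 SD, cut at about 24% in these data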;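 note: 0% = enzyme with DMSO and 100% = wells lacking PAFAH1B2; many of its hits are not listed in these tables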
Starred values were filed as active, the others as inactive; · = not tested or not shown.

SMILES	LYPLA1 counter	GSTO1 counter	PAFAH1B3 inh	PME-1 inh	pPAFAH FP inh	LYPLA2 counter	PAD4 FP inh	PAFAH2 FP inh	PAFAH1B2 inh
COc1ccc2c(Cl)c(C(=O)NCc3ccco3)sc2c1	-3	-1	0	2	2	-7	-5	5	3
COc1cccc(NC(=O)CN(C)C(=O)CC(NC(=O)c2ccccc2Cl)c2ccccc2)c1 (configuration not stated)	-5	·	-4	0	0	-7	4	0	3
CCOc1ccc(Cl)cc1S(=O)(=O)N1CCC(C(=O)NCc2ccco2)CC1	0	-1	6	3	2	0	-2	3	5
O=C(Cc1ccccn1)c1ccccc1	1	2	12	7	4	1	0	5	3
Cc1ccccc1NC(=S)N(Cc1ccccn1)Cc1ccccc1Cl	-1	2	11	4	7	3	1	8	0
CCc1ccccc1NC(=O)CSc1nnc(Cn2nnc3ccccc32)n1C	0	3	4	0	-1	-2	1	2	-2
CCCCN1C(=O)Cc2c1nc(N)c1c(N)nc(N(CCC)CCC)c(C#N)c21	-1	73*	-7	24	10	-1	-14	10	17
OCC(O)C1OC(Nc2ccc(Cl)cc2)C(O)C1O (configuration not stated)	1	7	0	0	3	5	-5	-3	2
C=CCc1c(C)nn(CC(=O)O)c1-c1ccccc1	0	3	2	-1	2	0	2	-2	12
O=S(=O)(NCC(c1cccnc1)N1CCN(Cc2ccccc2)CC1)c1ccc(Cl)cc1 (configuration not stated)	5	6	4	4	3	6	4	9	14
C=CCn1c(C(C)(C)C)nc2ccccc21	0	7	12	-1	1	-7	-1	3	13
O=C(Nc1ncc2c(n1)-c1ccccc1OC2)c1ccc(Cl)cc1Cl	-2	-4	5	-12	3	2	0	2	4
O=C(NCc1cccnc1)C1CCN(S(=O)(=O)N2CCOCC2)CC1	-3	-2	-8	5	1	-1	-2	0	5
COc1cccc(CN(C)C(=O)c2ccc(Oc3ccccc3)cc2)c1OC	4	6	-5	7	8	30*	1	1	3
Cc1ccc(OCCCCCCN2CCNCC2)c(Br)c1	0	14	6	3	7	-4	-4	-5	0
Cc1oc2c(c1C(=O)NCc1cccnc1)C(=O)c1ccccc1C2=O	-1	60*	·	1	1	3	10	·	·
COc1ccc(C(=O)O)cc1S(=O)(=O)Nc1cccc(C(F)(F)F)c1	1	11	5	-4	3	-4	8	5	9
COc1ccc2cc(C(=O)N3CCc4ccccc43)[nH]c2c1	-4	10	0	2	4	0	-1	2	5
COc1ccc(C(=O)OCc2c(F)cccc2Cl)cc1S(=O)(=O)N1CCOCC1	-6	·	0	15	20	0	0	3	1
COC(=O)C1=C(C)N(CCCC(=O)O)C(=O)NC1c1ccc(OC)cc1 (configuration not stated)	3	8	-2	0	10	4	-5	-3	10

Single records (already shown).
COC(=O)C1=C(C)N(CCCC(=O)O)C(=O)NC1c1ccc(OC)cc1 (configuration not stated) as listed: LYPLA1 counter: 3; GSTO1 counter: 8; PAFAH1B3 inh: -2; PME-1 inh: 0; pPAFAH FP inh: 10; LYPLA2 counter: 4; PAD4 FP inh: -5; PAFAH2 FP inh: -3; PAFAH1B2 inh: 10
COc1ccc(C(=O)OCc2c(F)cccc2Cl)cc1S(=O)(=O)N1CCOCC1 as listed: LYPLA1 counter: -6; GSTO1 counter: ·; PAFAH1B3 inh: 0; PME-1 inh: 15; pPAFAH FP inh: 20; LYPLA2 counter: 0; PAD4 FP inh: 0; PAFAH2 FP inh: 3; PAFAH1B2 inh: 1
COc1cccc(CN(C)C(=O)c2ccc(Oc3ccccc3)cc2)c1OC as listed: LYPLA1 counter: 4; GSTO1 counter: 6; PAFAH1B3 inh: -5; PME-1 inh: 7; pPAFAH FP inh: 8; LYPLA2 counter: 30*; PAD4 FP inh: 1; PAFAH2 FP inh: 1; PAFAH1B2 inh: 3

Additional compounds.
SMILES	LYPLA1 counter	GSTO1 counter	PAFAH1B3 inh	PME-1 inh	pPAFAH FP inh	LYPLA2 counter	PAD4 FP inh	PAFAH2 FP inh	PAFAH1B2 inh
Cc1ccc(C(=O)NCc2nnc(SCC(=O)NC(C)c3ccccc3)n2C)cc1 (configuration not stated)	0	-3	6	-3	4	1	2	-7	2
COc1ccc(-c2noc(C(=O)NCc3ccccc3Cl)n2)cc1OC	-5	4	2	0	2	-4	3	-3	6
COc1ccc(C)cc1C1=CC(=O)C[C@H](c2ccc(F)cc2)C1	-2	·	4	-3	8	-1	-1	4	6
Cc1ccc(C(=O)CSc2nnc(C)s2)cc1	-1	7	-1	0	5	1	-2	-4	0
CC(C)(C)c1ccc(C(=O)Nc2ccccc2Cl)cc1	-3	0	9	-1	8	-3	-1	1	-1
O=C(CS(=O)(=O)c1cn(CC(=O)N2CCOCC2)c2ccccc12)Nc1ccccc1F	-5	5	12	1	0	1	0	-8	8
O=C(Nc1cccnc1Oc1ncnc2cc(Cl)ccc12)c1ccc(F)cc1	-4	16	·	-3	-10	1	7	·	·
COc1ccc(CCNC(=O)CN(c2ccc(OC)c(OC)c2)S(=O)(=O)c2ccc(C)cc2)cc1	1	3	-4	-1	0	0	0	-5	7

6 compounds picked at random from those above, as already listed:
SMILES	LYPLA1 counter	GSTO1 counter	PAFAH1B3 inh	PME-1 inh	pPAFAH FP inh	LYPLA2 counter	PAD4 FP inh	PAFAH2 FP inh	PAFAH1B2 inh
COc1ccc(CCNC(=O)CN(c2ccc(OC)c(OC)c2)S(=O)(=O)c2ccc(C)cc2)cc1	1	3	-4	-1	0	0	0	-5	7
O=C(NCc1cccnc1)C1CCN(S(=O)(=O)N2CCOCC2)CC1	-3	-2	-8	5	1	-1	-2	0	5
Cc1ccc(OCCCCCCN2CCNCC2)c(Br)c1	0	14	6	3	7	-4	-4	-5	0
Cc1oc2c(c1C(=O)NCc1cccnc1)C(=O)c1ccccc1C2=O	-1	60*	·	1	1	3	10	·	·
COc1ccc2cc(C(=O)N3CCc4ccccc43)[nH]c2c1	-4	10	0	2	4	0	-1	2	5
O=C(Nc1ncc2c(n1)-c1ccccc1OC2)c1ccc(Cl)cc1Cl	-2	-4	5	-12	3	2	0	2	4

Only part of the results is shown (hit frequency here may not be typical).
